Screening results as filed in PubChem BioAssay.
NCOA1 inh: inhibits human SRC1 coactivator; AID 588354; HEK293 GAL4-SRC1 luciferase reporter, luminescence; 360,000 tested, 0.12% active; inhibition, % at 3.6 µM;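 active = inhibition above the campaign mean plus 3 SD, with each screening campaign given its own cutoff, cut at about 60% in these data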;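 note: 0% = DMSO treated cells and 100% = gossypol at 36 µM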
Target sequence (Q15788 whole entry, looked up, the tested form may be a part): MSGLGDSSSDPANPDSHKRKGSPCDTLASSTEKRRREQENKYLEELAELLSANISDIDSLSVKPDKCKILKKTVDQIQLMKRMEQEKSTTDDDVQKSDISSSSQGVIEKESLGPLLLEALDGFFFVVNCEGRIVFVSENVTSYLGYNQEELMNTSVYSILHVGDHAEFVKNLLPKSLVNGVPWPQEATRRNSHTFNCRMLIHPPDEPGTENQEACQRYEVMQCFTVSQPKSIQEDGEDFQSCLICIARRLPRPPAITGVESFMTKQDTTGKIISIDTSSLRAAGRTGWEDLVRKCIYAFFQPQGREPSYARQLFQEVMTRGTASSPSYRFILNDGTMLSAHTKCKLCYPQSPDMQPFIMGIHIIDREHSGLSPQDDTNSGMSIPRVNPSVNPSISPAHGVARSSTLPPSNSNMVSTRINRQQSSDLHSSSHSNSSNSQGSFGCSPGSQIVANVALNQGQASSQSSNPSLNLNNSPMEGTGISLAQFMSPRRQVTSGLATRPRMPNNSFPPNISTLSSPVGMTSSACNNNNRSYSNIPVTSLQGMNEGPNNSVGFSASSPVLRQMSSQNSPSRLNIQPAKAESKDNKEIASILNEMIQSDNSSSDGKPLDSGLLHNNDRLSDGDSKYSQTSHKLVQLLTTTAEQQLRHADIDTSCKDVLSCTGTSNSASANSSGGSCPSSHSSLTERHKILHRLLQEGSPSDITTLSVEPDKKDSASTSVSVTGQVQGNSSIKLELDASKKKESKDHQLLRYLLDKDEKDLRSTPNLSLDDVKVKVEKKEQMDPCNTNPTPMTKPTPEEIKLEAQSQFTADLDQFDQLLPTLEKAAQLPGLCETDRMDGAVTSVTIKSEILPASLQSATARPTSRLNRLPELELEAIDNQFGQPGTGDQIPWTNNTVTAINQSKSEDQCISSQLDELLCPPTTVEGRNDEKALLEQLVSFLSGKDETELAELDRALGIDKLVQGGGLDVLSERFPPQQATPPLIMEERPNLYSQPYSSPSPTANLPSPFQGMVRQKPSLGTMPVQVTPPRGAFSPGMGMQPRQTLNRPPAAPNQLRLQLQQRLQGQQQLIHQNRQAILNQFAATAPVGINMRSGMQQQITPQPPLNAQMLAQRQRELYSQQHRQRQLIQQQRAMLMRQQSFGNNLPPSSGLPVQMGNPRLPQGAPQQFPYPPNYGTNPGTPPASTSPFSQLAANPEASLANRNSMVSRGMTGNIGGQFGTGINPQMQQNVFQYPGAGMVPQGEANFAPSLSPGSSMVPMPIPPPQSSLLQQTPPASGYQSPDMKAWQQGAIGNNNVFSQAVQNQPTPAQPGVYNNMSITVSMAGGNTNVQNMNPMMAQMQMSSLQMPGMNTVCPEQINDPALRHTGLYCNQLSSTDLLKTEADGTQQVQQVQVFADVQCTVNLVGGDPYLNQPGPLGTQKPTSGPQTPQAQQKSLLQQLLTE
NCOA3 inh: inhibitors of human steroid receptor coactivator 3 (SRC3); AID 588352; Q9Y6Q9; HEK293 GAL4-SRC3 luciferase reporter, luminescence; inhibition, % at 3.6 µM; 360,000 tested, 0.17% active;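 active = inhibition above a per-campaign cutoff, the mean of all compounds plus 3 SD, cut at about 60% in these data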;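 note: 0% = DMSO-treated cells and 100% = gossypol-treated cells at 36 µM; higher means less SRC3-driven luciferase light from the GAL4 reporter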
ABHD5-PLIN5 inh: ABHD5-PLIN5 protein interaction inhibition. AID 602281. Split G. princeps luciferase complementation, luminescence, 4 h. 360,000 tested, 0.78% active. inhibition, % at 4 µM;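 active = inhibition above the mean inhibition across every tested compound plus 3 SD, cut at about 22% in these data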;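 note: 0% = DMSO only wells and the 100% control is not disclosed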
SRC2 inh: inhibits human steroid receptor coactivator 2. Q15596. HEK293 GAL4-SRC2 luciferase reporter, luminescence. inhibition, % at 9 µM. 370,000 tested, 0.17% active;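 active = inhibition above the mean inhibition of all tested compounds plus 3 SD, set per campaign, cut at about 52% in these data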;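 note: 0% = DMSO treated cells and 100% = cells given Gossypol at 36 µM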
LRH-1 inv ag: NR5A2 inverse agonism in reporter assay; HEK293T StAR-luciferase reporter, LRH-1 transfected, 24 h; inhibition, % at 3.6 µM; 360,000 tested, 0.13% active;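 active = inhibition above the mean inhibition of all tested compounds plus 3 SD, cut at about 73% in these data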;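 note: 0% = DMSO wells and 100% = reporter-only cells lacking LRH-1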
TLR9-MyD88 inh: TLR9-MyD88 interaction inhibition. CHO BLA complementation TLR9-MyD88, CCF4 FRET ratio. inhibition, % at 4.98 µM. Q9NR96+Q99836. 340,000 tested, 0.21% active;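 active = inhibition above the mean over all tested compounds plus 3 SD, cut at about 21% in these data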;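 note: 0% = DMSO only wells and 100% = clavulanate BLA inhibitor control wells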
MC4R antag cAMP: blocks human MC4R cAMP signaling | AID 540295 | MC4R-expressing cells, MTII-stimulated cAMP, LANCE TR-FRET | 360,000 tested, 0.48% active | inhibition, % at 6.5 µM;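 active = inhibition above its plate's cutoff, the mean of tested wells on that plate plus 3 SD, cut at about 29% in these data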;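 note: 0% = Melanotan II alone and 100% = Melanotan II plus saturating MCL0020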
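material = U2OS cells stably expressing human melanocortin 4 receptor (MC4R) | also added = Melanotan II challenge | dosing = single nominal compound dose of 6.5 µM | detection = TR-FRET with Eu-cAMP and labeled anti-cAMP, 671 nm | replication = singlicate | timing = compound 30 min, challenge 1 h, detection 1 h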
NR2F2 inh: NR2F2 (human) inhibition, primary screen; P24468; HEK293T NGFI-A luciferase reporter, luminescence; inhibition, % at 8.6 µM; 370,000 tested, 0.7% active; AID 686940;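 active = inhibition above a per-plate cutoff, mean inhibition of test wells between control levels plus 3 SD, cut at about 38% in these data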;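 note: cells cotransfected with COUP-TFII expression vector driving the NGFI-A reporter; 0% = median of COUP-TF2 test wells and 100% = reporter-only cells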
EBV LMP1 NFkB: Epstein-Barr LMP1 NF-kappaB reporter inhibition. 350,000 tested, 0.69% active. LMP1-induced NF-kappaB luciferase reporter cells, luminescence. inhibition, % at 12.5 µM; in the data active = inhibition above about 41%;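 note: 0% = neutral control wells and 100% = reference inhibitor control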
MC4R barr agon: human MC4R agonism via beta-arrestin; U2OS MC4R beta-arrestin complementation, luminescence; percent of melanotan II response, DMSO zero; activation, % at 8.9 µM; 360,000 tested, 0.98% active;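 active = activation above a per-plate cutoff, the mean activation of sample wells on that plate plus 3 SD, cut at about 8% in these data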
NOD2 RIPK2 PPI: blocks binding of human NOD2 to RIPK2; 360,000 tested, 0.38% active; AID 624267; CHO BLA complementation NOD2-RIPK2, CCF4 ratio; inhibition, % at 4.98 µM; in the data active = inhibition above about 21%;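 note: 0% = vehicle only and 100% = reference blocker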
Numbers without * were called inactive; . = not tested or not shown. Not all compounds are listed (hit frequency here may not be typical).

Below each SMILES – EBV LMP1 NFkB, TLR9-MyD88 inh, MC4R antag cAMP, MC4R barr agon, NR2F2 inh, NCOA3 inh, ABHD5-PLIN5 inh, NOD2 RIPK2 PPI, LRH-1 inv ag, NCOA1 inh, SRC2 inh
- Cc1nc2nc(SCC(=O)NCCCN3CCCC3)nn2c(C)c1Cc1ccccc1Cl
    -1, -6, 5, -1.9, 20, -15, 1, -5, -4, -30, 7
- CC(C)NC(=O)N[C@H]1C=C[C@H](CC(=O)NCc2ccc(Oc3ccccc3)cc2)O[C@@H]1CO
    ., ., ., ., 1, ., -7, -6, -1, ., -1
- Cc1cccc(C(=O)N2CCC(N3CCC(C(=O)N4CCOCC4)CC3)CC2)c1
    2, -5, 12, -3.8, 6, -21, -1, 9, -7, 9, -2
- OC(CN1CCOCC1)Cn1cnc2ccccc21 (stereo unspecified)
    ., -11, 11, -0.3, 21, 0, -3, -13, -9, -6, 9
- O=C(CSc1nnc(CNC(=O)c2ccco2)o1)Nc1ccc(F)cc1
    3, 2, 9, -0.1, -22, -6, -3, -13, -15, -2, 6
- COc1cccc(CN2CCN(CC#Cc3ccccc3)CC2CCO)c1 (stereo unspecified)
    -44, -5, -5, -1.1, -13, 5, 2, 9, 13, 4, -9
- COc1ccccc1/C=C/C(=O)N1CCN(S(=O)(=O)c2cc(C)ccc2C)CC1
    12, -5, 3, -1.2, 10, 7, -7, 3, 17, 1, 22
- CCCNC(=O)c1cc(C2CCCCN2S(=O)(=O)c2ccc(F)cc2F)on1 (stereo unspecified)
    ., ., 1, 1.7, 6, 4, -2, 0, 3, 11, 10
- CN(C)CCCNC(=O)c1cccc(-c2ccc3nncn3c2)c1
    ., ., -5, 0.0, 14, 14, 2, -10, -11, 5, 13
- CC(=O)c1ccc(Nc2nc(C(N)C3CCCCC3)cs2)cc1 (stereo unspecified)
    ., ., 5, 1.0, -4, 7, -6, -4, -25, 2, -11
- Cc1cccc(NC(=O)C2C(c3ccccc3)C2(Cl)Cl)c1C (stereo unspecified)
    -10, 4, 0, 0.6, 20, 5, -2, 5, -7, 8, 0
- COC(=O)c1ccc2c(=O)n(CCCCCC(=O)O)c(=S)[nH]c2c1
    9, -1, 1, 2.1, 32, 37, 4, -4, 9, 12, 48
- COc1ccc(S(=O)(=O)N2CCC[C@H]2C(=O)N2CCC[C@H]2C(=O)N[C@@H](C)c2ccccc2)cc1C
    ., ., ., ., -12, ., -11, 8, -22, ., 10
- C#CCOCCOCCOCCNc1nc(N2CCN(C(=O)[C@H](CCCCN)n3cc([C@@H](N)[C@H](C)CC)nn3)CC2)nc(N2CCN(C(=O)[C@H](CCC(=O)O)n3cc([C@@H](N)CCCCN)nn3)CC2)n1
    -7, -5, 13, -0.4, 2, -9, 4, 5, -11, 4, -13
- O=C(Nc1ccccc1)c1cn(CCBr)cn1
    -1, -3, 18, -1.9, -29, -90, 8, 1, -145, -116, -40
- O=C(O)CCCC(=O)Nc1ccccc1Oc1ccccc1
    -4, -5, 6, -2.2, 7, 15, 5, -7, 18, -10, -6
- Cc1ccc(S(=O)(=O)N(CC(O)CN2CCOCC2)c2cc(Cl)ccc2Cl)cc1 (stereo unspecified)
    -9, -4, -9, -1.0, -9, -1, 0, -7, -2, -18, -19
- Cc1cccc(N2C(=O)N3[C@H](c4ccc(Br)cc4)[C@@H]4C(=O)N(C(C)(C)C)C(=O)[C@@H]4[C@]3(Cc3ccc(Cl)cc3)C2=O)c1
    8, 3, 20, 1.7, 7, 24, -5, -7, -4, -18, 8
- Cc1cc(C)cc(NC(=O)c2ccccc2CC[N+](=O)[O-])c1
    6, -7, 4, -0.2, -1, 14, -2, -2, 15, 5, 0
- CCn1c(=O)n(CC)c2cc(S(=O)(=O)N3CCC(c4ccccc4)CC3)ccc21
    -3, -15, 1, -0.3, 18, -6, 0, -12, 6, 4, 11
- Fc1ccccc1COc1ccc(Br)cc1CNCC1CCCO1 (stereo unspecified)
    -6, 4, 0, -2.4, -2, -1, 10, -7, 5, 5, 19
- CS(=O)(=O)N(CC(=O)N1CCCC1)c1cccc(Cl)c1
    -1, 2, 4, -0.5, -1, 4, 8, 2, 2, -4, -52
- Cc1nc2c(-c3ccc(F)cc3)cnn2c(N)c1-c1ccc(F)cc1
    -32, 6, -1, 0.2, 47*, 38, -8, -1, 28, 1, -31
- CN(Cc1cnn(Cc2ccccc2)c1)C(=O)c1cccc(S(=O)(=O)N2CCOCC2)c1
    -4, 1, -8, -1.4, 4, -25, 5, 2, 28, 2, -10
- CC(=O)N1c2ccc(S(=O)(=O)N3CCCC3C(=O)Nc3cccc(F)c3)cc2CC1C (stereo unspecified)
    0, -6, 6, -0.6, 5, -5, -7, -7, -21, 0, -39
- COc1ccc(C(=O)Nc2nnc(Cc3cccs3)s2)cc1OC
    3, -8, 11, 4.8, -4, 50, 3, -5, 67, 39, 6
- CC1=Nn2c(nnc2-c2ccccn2)SC1
    -2, -8, 8, -1.9, -9, -1, -1, -5, 11, -6, 12
- COc1ccccc1C(=O)Oc1ccc(C(C)(C)C)cc1
    0, -8, -3, 2.5, -13, -20, -2, -11, -2, 9, -10
- CC(OC(=O)c1cccnc1Cl)C(=O)Nc1ccc2c(c1)OCCO2 (stereo unspecified)
    6, 9, -4, -1.4, 3, 8, 4, -11, 4, 6, 8
- Cc1csc(NC(=O)C2CCCN2C(=O)Oc2ccccc2)n1 (stereo unspecified)
    6, 2, 0, -1.9, -13, 10, 1, -1, 12, 3, -3

Fetched one by one from the list above (6):
Below each SMILES – EBV LMP1 NFkB, TLR9-MyD88 inh, MC4R antag cAMP, MC4R barr agon, NR2F2 inh, NCOA3 inh, ABHD5-PLIN5 inh, NOD2 RIPK2 PPI, LRH-1 inv ag, NCOA1 inh, SRC2 inh
- COC(=O)c1ccc2c(=O)n(CCCCCC(=O)O)c(=S)[nH]c2c1
    9, -1, 1, 2.1, 32, 37, 4, -4, 9, 12, 48
- CN(C)CCCNC(=O)c1cccc(-c2ccc3nncn3c2)c1
    ., ., -5, 0.0, 14, 14, 2, -10, -11, 5, 13
- Fc1ccccc1COc1ccc(Br)cc1CNCC1CCCO1 (stereo unspecified)
    -6, 4, 0, -2.4, -2, -1, 10, -7, 5, 5, 19
- Cc1nc2nc(SCC(=O)NCCCN3CCCC3)nn2c(C)c1Cc1ccccc1Cl
    -1, -6, 5, -1.9, 20, -15, 1, -5, -4, -30, 7
- Cc1cccc(NC(=O)C2C(c3ccccc3)C2(Cl)Cl)c1C (stereo unspecified)
    -10, 4, 0, 0.6, 20, 5, -2, 5, -7, 8, 0
- COc1ccccc1/C=C/C(=O)N1CCN(S(=O)(=O)c2cc(C)ccc2C)CC1
    12, -5, 3, -1.2, 10, 7, -7, 3, 17, 1, 22

New compounds follow:
Below each SMILES – EBV LMP1 NFkB, TLR9-MyD88 inh, MC4R antag cAMP, MC4R barr agon, NR2F2 inh, NCOA3 inh, ABHD5-PLIN5 inh, NOD2 RIPK2 PPI, LRH-1 inv ag, NCOA1 inh, SRC2 inh
- CCCC1CCC(c2ccc(OCC)cc2)=CC1=O (stereo unspecified)
    -7, -7, -7, -1.0, -55, -119, -10, 4, -73, -95, -52
- O=C(Cc1ccccc1)NC1CCN(C(=O)NCc2ccccc2)CC1
    -3, 1, 0, -1.5, -1, -14, 2, -7, -4, -3, 4
- CCc1cc2c(N3CCN(c4nnc(CC)s4)CC3)ncnc2s1
    28, 12, 13, 1.0, ., 22, 0, -9, 0, 14, .
- O=C(CN1C(=O)c2ccccc2C1=O)Nc1ccccc1C(=O)N1CCCC1
    -10, 2, 7, -1.3, 3, 10, -5, 1, 0, -17, 3
- O=C(c1cnc(Cl)c(Cl)c1)N1CCN(S(=O)(=O)c2ccc(F)cc2)CC1
    1, -9, 19, 1.7, 8, -4, -11, 0, 6, -11, -30
- CC(Sc1nnc2ccccn12)C(=O)Nc1ccc2c(c1)OCCO2 (stereo unspecified)
    -3, -12, 4, 0.1, -17, 1, -1, -1, -8, -19, 1
- COc1ccccc1N1CCN(/N=C/c2cc(Br)ccc2F)CC1
    -6, 10, 4, 1.2, -48, -32, -15, 1, -26, -19, -51
- CCCC(=O)C1=C(O)C(C(=O)OC)C(C)(C)CC1=Nc1ccccc1 (stereo unspecified)
    -20, -2, 2, 0.5, -7, -39, 4, -6, -4, 9, -20
- CCCN(CC(=O)Nc1ccccc1C)C(=O)COc1c(C)cccc1C
    7, -2, 2, -0.3, 6, 12, 2, 3, -6, -6, -6
- O=C(NCc1ccco1)c1ccc(N2CCOCC2)c([N+](=O)[O-])c1
    5, -5, 24, -3.3, 1, -8, 1, -1, -8, 3, -38
- COc1ccc(Cl)cc1NS(=O)(=O)c1cc(Br)cnc1N
    -1, -70, 4, -2.4, 3, -7, 0, 2, -1, -27, 10
- O=[N+]([O-])c1cccc(COc2cccc(CN3CCCC3)c2)c1
    -13, -9, -1, 0.0, -17, -8, 0, -6, 21, -3, -68
- CCc1cccc(C)c1NC(=O)c1cc(=O)[nH]c2ccc(S(=O)(=O)N3CCOCC3)cc12
    2, -1, 16, -2.7, 4, 18, 2, -6, -1, -42, -13
- COc1cccc(NC(=O)c2ccc(-c3ccccc3[N+](=O)[O-])o2)c1
    -15, -4, -13, -1.8, -28, -28, 9, 5, -29, -23, -21
- CC(C)CCNC(=O)c1c(CSc2ccccc2)noc1C(=O)NCc1ccccc1
    1, -2, 13, 3.1, 2, 2, -11, -7, 3, -11, -14
- Cc1c(C(=O)OCC(=O)N(CC(C)C)c2c(N)n(Cc3ccccc3)c(=O)[nH]c2=O)oc2ccccc12
    11, 3, 6, -1.2, -8, -4, 2, -1, -8, -20, 2
- CCCNC(=O)N1C2=NC(C(=O)OC)=C(C(=O)OC)[C@@H]3N(Cc4ccccc4)c4ccccc4[C@]23C[C@H]1CO
    5, 9, 3, -2.1, 1, -8, 0, -1, 1, -22, -2
- CCCCNC(=O)C[C@@H]1C[C@@]2(C(=O)OC)CC(C)(C)CC=C2N(CCc2ccc(OC)c(OC)c2)C1=O
    ., ., ., ., 8, ., 0, 3, -12, ., -11
- CCCCn1c(N)c(N(CCC(C)C)C(=O)c2ccc(C)c(S(=O)(=O)N3CCOCC3)c2)c(=O)[nH]c1=O
    -3, -11, 3, -1.5, 8, -2, -10, -1, -12, 11, 24
- COCCNC(=O)CN1CCC(NC(=O)C(C)(C)C)CC1
    -5, -2, 8, 2.0, -3, 2, -10, 5, 2, 10, 7
